Pf Dd2 growth: inhibitors of Plasmodium falciparum Dd2 growth; P. falciparum Dd2 growth, SYBR Green, 72 h; Potency, µM (highest dose often 28.9 µM), without a hit: at the highest dose activity, negative = inhibition, usual class: inhibitors; 120,000 compounds, 4.3% hits; AID 1347417; active = well fitted inhibition curve with a large enough effect; inconclusive = small, poorly fitted or top-dose-only effect; inactive = no such curve, though single readings can be large or run the other way;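 note: plate controls were DMSO vehicle for no effect and reference drug for full effect; nearly all actives have a fitted effect of over 65% in size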
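Infected erythrocytes (Dd2, 0.3% parasitemia, 2.5% hematocrit final) are added to compound in RPMI-1640/Albumax II medium, grown 72 h at 37C in low oxygen, then lysed with saponin/Triton-X containing SYBR Green and read by fluorescence.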
Starred values were filed as active, the others as inactive; i = inactive; ? = inconclusive; [ ] = remark or other dose. Potency is the fitted concentration of half-maximal effect. Only part of the results is shown; count on the stated rates, not on these rows.

SMILES	Pf Dd2 growth
COc1ccc(NC(=O)C2(C)CCCc3cnc(Nc4ccccc4)nc32)cn1 (stereo not given)	?
Cn1cnc(C(=O)N[C@@H]2CN(c3ncccn3)C[C@H]2CO)c1	12%
CCOc1ccc(-c2noc(CSc3nnc(-c4ccccc4)n3-c3ccccc3)n2)cc1	-21%
NC1CC(c2cc(N3CCN(c4cnccn4)CC3)nc(C3CC3)n2)C1 (stereo not given)	?
OCC1(CCc2ccccc2)CCNCC1	-9%
CCc1ccc(S(=O)(=O)N2c3ccccc3CC2c2nnc(C3CCOCC3)o2)cc1 (stereo not given)	?
COc1ccc(C)cc1NC(=O)CCNS(=O)(=O)c1cccc2nonc12	-3%
O=C(CN1CCN(Cc2cnc(-c3ccccn3)nc2)CC1)N1CCCC1	26%
Cn1c(SCc2ccccc2Cl)nc2c([nH]c3ccccc32)c1=O	11%
COc1ccccc1CNC(=O)[C@H]1CN2CC[C@H]1C[C@@H]2Cn1cc(-c2ccccc2)nn1	-29%[44.1 µM]
CCOc1ccc(NC(=O)CC2CCOCC2)cc1	39%[activator]
CN(C)C(=O)C1CN(C(=O)Cc2ccccc2Cl)CC12CCOCC2 (stereo not given)	i
COc1cc(C(=O)NCC(c2cccnc2)N2CCN(c3ccc(F)cc3)CC2)cc(OC)c1OC (stereo not given)	?
Cc1ccc(-n2nc3n(c2=O)CCN([S+](C)(=O)[O-])C3)cc1	-12%[44.1 µM]
Cc1ccc2nc(COc3ccccc3NC(=O)c3ccccc3F)cc(=O)n2c1	6%
CCOc1cccc(CN2CC[C@H](CNC(=O)NC)[C@H](N(C)C)C2)c1	-19%
COc1ccc(CNC2(Cc3cc(CN(C)Cc4ccccc4)on3)COC2)c(O)c1	?
Cc1cccc(OCCSc2nnc(-c3cccs3)o2)c1	?
COc1ccccc1CCNC(=O)Cn1ccc2cc(S(=O)(=O)N3CCCCC3)ccc21	29%
c1ccc(-c2ccc3ncc(Nc4ncccn4)n3n2)cc1	i
COc1ccc(Cl)cc1-n1nnc(-c2nsc(NC(=O)c3ccccc3Cl)n2)c1C	10%
COCCOC1CCN(C(=O)Cc2c[nH]c3ccccc23)CC1	21%
CN(C)Cc1ccc(-c2cc3c(ccn3Cc3cccnc3)c(C3=CCOCC3)n2)cc1	-12%[44.1 µM]
O=C(NC1CCCC1)c1c[nH]c2ccc(S(=O)(=O)Nc3cccc(C(F)(F)F)c3)cc2c1=O	?
COc1ccccc1-c1nc(-c2nnn3c2COC(c2ccc(Cl)cc2)C3)no1 (stereo not given)	?
SMILES	Pf Dd2 growth
CCOC(=O)c1cc(-c2ccc(F)cc2)n(CCC(=O)NC2CCC(C)CC2)c1C (stereo not given)	-15%
COc1ccccc1C(=O)NC1CCN(c2nnc3ccccn23)CC1	i
Cc1ccc2nc(CN3CCN(S(=O)(=O)c4ccccc4)CC3)oc2c1	31%[activator]
Cc1ccc(Nc2c(-c3ccc(N4CCOCC4)cc3)nc3cccc(C)n23)cc1	-18%
Cc1ccc2[nH]c(=O)c(CCC(=O)N(C)Cc3cn(C)nc3C)cc2c1	-16%
CCOC(=O)C1=C(C)N=C2SCCC(=O)N2C1c1ccc(OCc2ccccc2)c(OC)c1 (stereo not given)	?
O=C(O)COCC(=O)N1C[C@@H]2C[C@H](C1)c1ccc(-c3cc4ccccc4s3)c(=O)n1C2	-24%
COc1ccc([C@H](C)NC(=O)c2c(C)noc2-c2ccc(OC(F)(F)F)cc2)cc1	i
COc1ccccc1CNC(=O)Cn1c(=O)ccc2cc(S(=O)(=O)N3CCCC3)ccc21	17%
C[S+](=O)([O-])N1Cc2ccccc2CC2(CCCN2CC2CCCCC2)C1 (stereo not given)	?
Cc1ccc2cccc(NC(=O)c3cccc4c(Cl)cccc34)c2n1	12%
COc1cc2c(cc1OC)C(C[C@H]1CN(C(=O)c3cccnc3)CC[C@H]1CC(=O)O)=NCC2	i
CN(C)c1cccc(C(=O)N2CCC3(CC2)NC(=O)N(Cc2ccc(F)cc2)C3=O)c1	i
CN(C)c1ncc(C(=O)NCc2ccc(Cl)cc2)cn1	19%
COc1ccc(NC(=O)c2ccc3c(c2)OCCN(C2CCC2)C3)cn1	11µM*
CC(C)CCNC(=O)N1CCC(Oc2ncccc2C(=O)N2CCCCC2)C1 (stereo not given)	-11%
CC(=O)Nc1cc(C(=O)NCc2ccc(C)cc2)ccc1S(=O)(=O)c1ccc(Cl)cc1	13%
O=C1NCc2ccccc2CC12CCCN(CCCc1ccccc1)C2 (stereo not given)	?
CCc1ccccc1NC(=O)N1CCOc2ccccc21	-11%
O=C(N[C@@H]1CN(C2CCC2)C[C@H]1CO)c1cnccn1	-4%
O=C(NCCc1ccccc1)C(=O)NCC(c1cccnc1)N1CCN(c2ccccc2)CC1 (stereo not given)	?
CC(=O)c1ccc(NC(=O)c2ccc(-c3nc(CSc4ccccc4)c(C)o3)cc2)cc1	-24%
O=C(c1cc2ccccc2[nH]1)N1CCC2(CC1)CN(c1ncccn1)CC2CO (stereo not given)	?
COC(=O)CC[C@H]1CNC(=O)[C@@H]2[C@@H](CCN2Cc2ccc(C(F)(F)F)cc2)N1C	?
CCn1nccc1C(=O)N1C[C@@H]2CCCN3CCC[C@@H]([C@H]23)[C@H]1CCCC(=O)N1CCOCC1	-5%
SMILES	Pf Dd2 growth
CCS(=O)(=O)c1oc(-c2ccc(F)cc2)nc1S(=O)(=O)c1ccc(Br)cc1	-1%
COC(=O)CNC(=O)NCCc1ncc(C)n1C1CCCCCC1	?
O=C(CCN1CCn2nc(CO)cc2C1)Nc1nnc(C2CC2)s1	-6%
COc1ccc(C2Cn3nnc(-c4nc(-c5ccc(F)c(F)c5)no4)c3CO2)cc1 (stereo not given)	i
CC(C(=O)N1CCC(C(=O)N2CCCCCCNC(=O)CC2)CC1)c1ccccc1 (stereo not given)	5%
NC(=O)c1cc(S(=O)(=O)N2CCN(c3cccc(C(F)(F)F)c3)CC2)cs1	6%
COCCOC1CN(C2CCN(Cc3ccc(F)c(F)c3)CC2)C12CCCCC2 (stereo not given)	2.5µM*
CCC(=O)NCc1cc(-c2nn(C)c(=O)c3ccccc23)ccc1OC	26%
CN1CCCN(S(=O)(=O)c2ccc(Cl)s2)c2ccccc21	i
CN1CCC(NC(=O)C2(C)CN(C)Cc3ccc(Nc4ccccc4)nc32)CC1 (stereo not given)	-17%[44.1 µM]
N#Cc1cccc(NC(=O)NC[C@H]2C[C@@H]3CCN2C[C@@H]3CN2CCSCC2)c1	-3%[44.1 µM]
CCN(CC)C(=O)CC[C@@H]1CNC(=O)[C@@H]2C[C@H](N)CN12	-14%[44.1 µM]
Cc1cc(=O)n(CC(=O)Nc2ccc(Br)cc2)c(N2CCC(C)CC2)n1	-24%
CCc1noc(-c2ccn3c(CNC(=O)c4ccccn4)nnc3c2)n1	-9%
O=C1CCN(S(=O)(=O)c2ccccc2)CCCN(C(=O)Nc2ccccc2F)CCN1	3%
COCC(=O)N1CCc2nc(N(C)CCc3ccncc3)[nH]c(=O)c2CC1	i[5.79 µM]
Cc1cccc(-c2nc(N3CCN(c4ccc(F)cc4)CC3)c3ccccc3n2)c1	16%
Cc1ccc(N2Cc3c(NC4CCCC4)ncnc3N(C)CC2=O)cc1	-13%
c1cncc(CN2CCc3c(sc4ncnc(N5CCOCC5)c34)C2)c1	?
COc1ccc(C(=O)N2CCC[C@H]2c2nc(-c3ccc(OC)c(OC)c3)no2)c(C)c1	-16%
CN1CCC(NC[C@H]2COCc3nc4cccnc4n32)CC1	-13%[44.1 µM]
COc1ccc(NC(=O)C2CCC(CNS(=O)(=O)c3cccc4nsnc34)CC2)cc1OC (stereo not given)	?
Cn1cnc(S(=O)(=O)N2CCC(c3noc(-c4ccccn4)n3)C2)c1 (stereo not given)	12%[5.79 µM]
c1ccc(-c2cc(CC3(NCc4ccco4)COC3)no2)nc1	?
CCOC(=O)C1=C(CS(=O)(=O)c2ccc(F)c(C)c2)NC(=O)NC1c1ccc(F)c(F)c1 (stereo not given)	-23%
SMILES	Pf Dd2 growth
CCNC(=O)Nc1ccc([C@H]2OCC(=O)N(Cc3scnc3C)[C@@H]2CO)cc1	9%[44.1 µM]
CCCNC(=O)CN1C(=O)COc2ccc(S(=O)(=O)N3CCCC3)cc21	i
CCOc1ccc(CCNC(=O)c2ccc(C)c(-n3cnc4cccnc43)c2)cc1	9%
COC1CN(c2cccc(F)c2)C12CCN(C(=O)NCC(C)C)CC2 (stereo not given)	i
O=C(O)c1ccc(CN2CCC(N3CCCC(C(=O)N4CCCC4)C3)CC2)cc1 (stereo not given)	6%
CN(Cc1ccc(F)cc1)C(=O)C(C)(C)C	0%[44.1 µM]
CN(Cc1ccccc1)Cc1nc2c(n1Cc1ccccc1)C(=O)N(Cc1ccccc1F)CCN2	?
O=C(O)CCCc1nc(-c2ccncc2)nn1C1Cc2ccccc2C1	-18%
Cc1ccc2nc(Nc3ccc(C)c(F)c3)c3nncn3c2c1	?
CN(CCNC(=O)c1cc2cn(C3CC3)cc2s1)C1CCCCC1	?
COc1cccc2c1OCC(C(=O)N1CCC(c3noc(C)n3)CC1)C2 (stereo not given)	-8%
Fc1ccc(C2Cn3nnc(-c4nc(-c5ccccc5Br)no4)c3CO2)cc1 (stereo not given)	0%
COc1ccc(CN2C(=O)N(c3cccc(C(F)(F)F)c3)C(=O)[C@@H]3[C@H]2CCN3C(=O)C(C)(C)C)cc1	-6%
COCCOc1ccc2c(n1)CCNC2	48%[activator]
COc1ccc(OC)c(CNC(=O)c2c(C)sc3ccn(C)c(=O)c23)c1	i
COc1ccc(-c2cn(C[C@H]3CC4CCN3C[C@@H]4C(=O)NC3CCCCC3)nn2)cc1 (stereo not given in full)	i
O=C(O)CCC(=O)N1Cc2[nH]cnc2C[C@H]1C(=O)NC1CCCCC1	8%[44.1 µM]
O=C1CCN(C(=O)c2cc3ccccc3[nH]2)CCCCCCN1	i
COC(=O)CC1C(=O)NCCN1C(=O)c1n[nH]c2c1CCCC2 (stereo not given)	10%
O=C(CSc1cn(CCNC(=O)c2c(F)cccc2F)c2ccccc12)Nc1ccc2c(c1)OCCO2	-5%
COc1cccc(NC(=O)C2(C)CN(C)Cc3ccc(NCc4ccccc4)nc32)c1 (stereo not given)	?
CCOc1ccc(C(=O)OCc2cc(=O)n3cc(C)sc3n2)cc1	14%
Cn1cc(CN2CCc3ccccc32)ccc1=O	-6%
COc1ccccc1-c1cc2c(ccn2C(C)C)c(C(=O)NCc2c(C)cc(C)[nH]c2=O)n1	?
CN1C(=O)CC[C@]2(C(=O)NCc3ccc(F)c(Cl)c3)CCCC[C@@H]12	14%
SMILES	Pf Dd2 growth
Cc1cccc(NC(=O)C[C@H]2NC(=O)c3ccccc3NC2=O)n1	i
CC1=C(C(=O)OCc2ccccc2)C(c2cccc(Cl)c2Cl)CC(=O)N1 (stereo not given)	17%
COc1ccc(-c2nc(CSCC(=O)N3CCN(c4ccccc4F)CC3)c(C)o2)cc1	6.3µM*
Cc1cccc(NC(=O)Nc2ccc(C)c(C)c2)n1	-23%
O=C(CC1CCCN(c2cnn(CC3CC3)c(=O)c2)C1)NCc1ccccn1 (stereo not given)	-11%
CCc1cc(=O)n(CC(=O)Nc2cccc(C#N)c2)c(-c2ccccc2)n1	?
COCCNC(=O)C1CCN(Cc2cc3ccccc3n2Cc2ccc(C)cc2)CC1	?
Cc1ccc(CNC(=O)CN2CC3CC(C2)[C@H]2CCCC(=O)N2C3)o1 (stereo not given in full)	-3%
CN(C)c1cccc(-c2cc(C(=O)NCc3cccnc3)c3c(c2)ncn3C)c1	i
CC(C)CCN1C(=O)CC[C@]2(C(=O)NCc3cccc(Cl)c3)CCCC[C@@H]12	?
COc1ccccc1N1CCN([C@H]2[C@@H]3OC[C@@H](O3)[C@@H](NC(=O)Nc3ccc(F)cc3)[C@@H]2O)CC1	i
Cn1ccc(Nc2nccc3c(=O)cc(-c4cccnc4)oc23)n1	i
CCn1cc2nc(SCC(=O)Nc3ccc(OC)c(Cl)c3)n(Cc3ccc(OC)cc3)c(=O)c2n1	-25%

Rewritten bar-delimited: part of the list above.
compound | Pf Dd2 growth
COc1cccc(NC(=O)C2(C)CN(C)Cc3ccc(NCc4ccccc4)nc32)c1 (stereo not given) | ?
CCOc1ccc(C(=O)OCc2cc(=O)n3cc(C)sc3n2)cc1 | 14%
Cn1cc(CN2CCc3ccccc32)ccc1=O | -6%
COc1ccccc1-c1cc2c(ccn2C(C)C)c(C(=O)NCc2c(C)cc(C)[nH]c2=O)n1 | ?
CN1C(=O)CC[C@]2(C(=O)NCc3ccc(F)c(Cl)c3)CCCC[C@@H]12 | 14%
Cc1cccc(NC(=O)C[C@H]2NC(=O)c3ccccc3NC2=O)n1 | i
CC1=C(C(=O)OCc2ccccc2)C(c2cccc(Cl)c2Cl)CC(=O)N1 (stereo not given) | 17%
COc1ccc(-c2nc(CSCC(=O)N3CCN(c4ccccc4F)CC3)c(C)o2)cc1 | 6.3µM*
Cc1cccc(NC(=O)Nc2ccc(C)c(C)c2)n1 | -23%
O=C(CC1CCCN(c2cnn(CC3CC3)c(=O)c2)C1)NCc1ccccn1 (stereo not given) | -11%
CCc1cc(=O)n(CC(=O)Nc2cccc(C#N)c2)c(-c2ccccc2)n1 | ?
COCCNC(=O)C1CCN(Cc2cc3ccccc3n2Cc2ccc(C)cc2)CC1 | ?
Cc1ccc(CNC(=O)CN2CC3CC(C2)[C@H]2CCCC(=O)N2C3)o1 (stereo not given in full) | -3%
CN(C)c1cccc(-c2cc(C(=O)NCc3cccnc3)c3c(c2)ncn3C)c1 | i
CC(C)CCN1C(=O)CC[C@]2(C(=O)NCc3cccc(Cl)c3)CCCC[C@@H]12 | ?
COc1ccccc1N1CCN([C@H]2[C@@H]3OC[C@@H](O3)[C@@H](NC(=O)Nc3ccc(F)cc3)[C@@H]2O)CC1 | i
Cn1ccc(Nc2nccc3c(=O)cc(-c4cccnc4)oc23)n1 | i
CCn1cc2nc(SCC(=O)Nc3ccc(OC)c(Cl)c3)n(Cc3ccc(OC)cc3)c(=O)c2n1 | -25%

From PubChem
